Compound activity from PubChem BioAssay.
PV pol inh: poliovirus RNA polymerase inhibition; 150,000 tested, 0.66% active; AID 588519; poliovirus polymerase elongation, fluorescence polarization; hits give low values; % elongation, % (compound at 16.7 µg/mL); P03300; in the data active = % elongation below about 90%; also: some results filed as inactive read as strong as hits
Target sequence (P03300 1749-2209 limits assumed): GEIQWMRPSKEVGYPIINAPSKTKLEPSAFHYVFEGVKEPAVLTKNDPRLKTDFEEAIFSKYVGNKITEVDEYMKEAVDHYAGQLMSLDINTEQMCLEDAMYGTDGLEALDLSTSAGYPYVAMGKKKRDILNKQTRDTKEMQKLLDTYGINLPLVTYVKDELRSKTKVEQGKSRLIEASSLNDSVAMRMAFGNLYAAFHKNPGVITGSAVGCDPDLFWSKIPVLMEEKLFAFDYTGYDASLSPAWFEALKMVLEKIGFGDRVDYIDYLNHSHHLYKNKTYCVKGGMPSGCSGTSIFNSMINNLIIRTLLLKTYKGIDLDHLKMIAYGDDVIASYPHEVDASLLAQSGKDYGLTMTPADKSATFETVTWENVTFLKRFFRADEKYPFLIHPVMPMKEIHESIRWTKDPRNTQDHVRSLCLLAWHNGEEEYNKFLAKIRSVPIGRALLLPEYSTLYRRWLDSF
PV pol inh FP z-score: recorded beside PV pol inh, whose call it bears; z-score; measured here: FP z-score; hits read low
* hit, by the source's call; & = joins results of further samples.

Sample of the layout:
SMILES	PV pol inh	PV pol inh FP z-score
CC(OC(=O)C1CC(=O)N(CCc2ccccc2)C1)C(=O)Nc1ncc(Cl)cc1Cl (centres undefined)	101	0
O=C(Cn1cc(C(=O)C(F)(F)F)c2ccccc21)N1CCCCCC1	107	-0.7

All compounds of this part, from the start:
SMILES	PV pol inh	PV pol inh FP z-score
CC(OC(=O)C1CC(=O)N(CCc2ccccc2)C1)C(=O)Nc1ncc(Cl)cc1Cl (centres undefined)	101	0
O=C(Cn1cc(C(=O)C(F)(F)F)c2ccccc21)N1CCCCCC1	107	-0.7
Cc1nc2scc(C)n2c1/C=N/NC(=O)CSc1cccc2cccnc12	99	-0.2
CNC(=O)COc1cccc2c1OC(C)(C)C2	103	0.1
O=C(CNc1ccccc1C(=O)NCc1ccco1)Nc1ccc2c(c1)OCCO2	103	0.1
CC(C)(C)NC(=O)Cn1c(S(=O)(=O)Cc2ccccc2)nc2ccccc21	102	0.7
Cc1cc2[nH]c(=O)c(=O)[nH]c2cc1S(=O)(=O)N1CCCc2ccccc21	101	-0.4
N#Cc1ccsc1NC(=O)CCCSc1nc2ccccc2[nH]1	111	0.3
Cc1ccc2c(CN(C)CCC#N)cc(=O)oc2c1	101	-0.4
COC(=O)C1=C(C)NC(C)=C(C(=O)OC)C1C(=O)OCC(=O)c1cc(C)n(-c2nccs2)c1C	102	0.1

Complete entries, quoted from the list:
`O=C(CNc1ccccc1C(=O)NCc1ccco1)Nc1ccc2c(c1)OCCO2` is entered as PV pol inh = 103; PV pol inh FP z-score = 0.1
`Cc1ccc2c(CN(C)CCC#N)cc(=O)oc2c1` is entered as PV pol inh = 101; PV pol inh FP z-score = -0.4

(further entries)
SMILES	PV pol inh	PV pol inh FP z-score
COC(=O)c1onc(C(=O)c2ccccc2)c1C(=O)OC	102	0.1
Cc1ccc(NC(=O)CN2C(=O)CSc3ccc(S(=O)(=O)N4CCCC4)cc32)c(C)c1	110	-0.5
Cc1ccc(Cl)cc1N1CCN(C(=O)CCSCc2ccccc2F)CC1	116	1.4
Cc1cc(=O)n2[nH]cnc2n1	102	0.2
COc1ccc(-c2cc(C(=O)Oc3cccc(C)c3)c3ccccc3n2)cc1	107	0.7
COC(=O)c1ccccc1NC(=O)CSc1n[nH]c(C)n1	107	0.5
CCc1ccccc1NCc1nnc2n1CCCCC2	115	1.6
Cc1ccc(CN(Cc2ccco2)C(=O)COc2cccc(C)c2C)o1	108	0.1
Cc1ccc(N(CC(=O)Nc2ccc(Br)cc2)S(=O)(=O)c2cccs2)cc1	107	-0.1
O=C(C1CC1)N1CCN=C1SCc1ccccc1	100	-1
COC(=O)CC1C(=O)NCCN1C(=O)OC(C)(C)C (centres undefined)	103	0.3
CCOC(=O)c1ccc(NC(=O)/C=C/c2cccc(C(F)(F)F)c2)s1	103	0.5
CCOC(=S)Nc1cccc2ccccc12	106	0.5
O=c1cc(CNC(c2ccccc2)c2ccccc2)nc2sccn12	104	0.2
O=S(=O)(c1ccccc1)N1CCC(O)(c2ccccc2)C2CCCCC21 (centres undefined)	105	0.9
COC(=O)CSc1nnc(CNC(=O)Cc2ccccc2)n1C	101	0
C=CCn1c(=O)[nH]c2nc3cc(NC(=O)CC)ccc3nc2c1=O	92	-1.1
Cc1cccc(OCc2nnc(SCc3nc4ccccc4nc3C)o2)c1	114	0.8
Cc1cc(C)n(-c2nnc(Nc3ccc(C)c(C)c3)c3ccccc23)n1	107	0.5
CN=C1SC(CC(=O)Nc2ccc(F)cc2F)C(=O)N1/N=C(\C)c1cccc(-n2cnnn2)c1 (centres undefined)	109	1
CCOc1ccc(C(=O)Nc2cccc(NC(=O)c3ccco3)c2)cc1Cl	104	0.3
CCc1ccc(NC(=O)c2cnc(N3CCN(c4ccccn4)CC3)c3ccccc23)cc1	102	0
CN1C(=O)C(=Cc2cn(CC(=O)NCc3ccco3)c3ccccc23)C(=O)N(C)C1=O	68	-5
O=C1OC(C(=O)NCc2ccccc2)Cc2ccccc21 (centres undefined)	100	-0.3
Cc1ccsc1CCNS(=O)(=O)c1ccc(CN2C(=O)c3cccnc3C2=O)s1	104	0.7
CCOC(=O)c1sc(N(Cc2ccccc2)C(=O)CSc2nnc3n2CCCCC3)nc1C	103	0
O=C1CCCN1c1ccc(S(=O)(=O)NCCOc2ccccc2Cl)cc1	101	-0.4
CCOc1ccc2nc(Cl)c(CN(Cc3ccco3)C(C)=O)cc2c1	102	0.1
CSc1cccc(NC(=O)CN(c2ccccc2)S(=O)(=O)N(C)C)c1	111	0.7
COc1cc(C(=O)NCCOc2ccc(C)c(C)c2)cc(OC)c1OC	103	0.3
CC1(C)Cc2cccc(OC(=O)c3cncc(Br)c3)c2O1	102	0
CC(=O)N1c2ccc(S(=O)(=O)N3CCC(C(=O)Nc4cccc(Cl)c4C)CC3)cc2CC1C (centres undefined)	105	-0.2
CCOC(=O)C1CCN(C(=O)CSc2nnc(-c3ccc(C)cc3)n2N)CC1	101	-0.3
O=C(Nc1ccc(Cl)cc1)c1ccc(CSc2ncccn2)cc1	100	-0.2
O=c1c2ccccc2nc(CNCC2CCCO2)n1-c1ccc(F)cc1 (centres undefined)	100	-0.1
NS(=O)(=O)c1ccc(CNC(=O)CSc2ncccn2)cc1	107	0.6
CC(C)C(=O)NC1C2CC3CC(C2)CC1C3 (centres undefined)	100	-0.3
CCN(CC)S(=O)(=O)c1cc(C(=O)NC)ccc1Cl	99	-1.8
CCCCSCCCNC(=O)CN1C(=O)COc2ccc(S(=O)(=O)N3CCC(C)CC3)cc21	101	-1.2
O=C1NC(=O)c2cc(-c3ccccc3)ccc21	104	0.1
O=C(OCC(=O)N1CCCCC1)c1ccc(I)cc1	99	-0.4
CN1CCCCc2c1nc1ccccc1c2N	98	-1.1
CCOC(=O)c1ccc(NC(=O)Cn2c3ncccc3c(=O)n2-c2ccc(C)c(C)c2)cc1	109	0.2
Cc1nn(-c2ccccc2)c2sc(C(=O)N(Cc3ccccc3)Cc3ccccc3)cc12	102	0
CC/C(=C(\c1ccccc1)c1ccc(OCCN(C)C)cc1)c1ccccc1	100&102&103&101	-0.1&0.2&1&0.3
CCOC(=O)c1c(NC(=O)C(C)Sc2cn(CCNC(=O)c3ccc(OCC)cc3)c3ccccc23)sc2c1CCC2 (centres undefined)	107	0.7
COc1cc(OC)cc(-n2c(=O)c3ccccc3n(Cc3ccccc3C#N)c2=O)c1	103	-0.6
CCN(CC)CCCNc1nc(C)nc2c1nnn2Cc1ccccc1	105	2
O=C(NC(=O)N1CCCC1)C1CCN(c2cnc3ccccc3n2)CC1	102	-0.2
CCCNC(=O)c1ccc(NC(=O)N2CCCCc3ccccc32)cc1	99	-0.6

Given in CSV form: part of the list above.
mol,PV pol inh,PV pol inh FP z-score
O=C(OCC(=O)N1CCCCC1)c1ccc(I)cc1,99,-0.4
CN1CCCCc2c1nc1ccccc1c2N,98,-1.1
CCOC(=O)c1ccc(NC(=O)Cn2c3ncccc3c(=O)n2-c2ccc(C)c(C)c2)cc1,109,0.2
Cc1nn(-c2ccccc2)c2sc(C(=O)N(Cc3ccccc3)Cc3ccccc3)cc12,102,0

Next part
SMILES	PV pol inh	PV pol inh FP z-score
c1ccc(-c2cc(-c3nnco3)c3ccccc3n2)nc1	104	0.3
CN1C(=O)C(C)(C)c2cc(S(=O)(=O)N3CCCC3)ccc21	103	0.8
CCOC(=O)c1c(NC(=O)COc2cc(C)ccc2C(C)C)sc2c1CCCC2	104	0.2
NC(=O)C1CC(=O)N(CCc2ccc(F)cc2)C1 (centres undefined)	101	-0.6
CSc1nc(-c2ccc(Cl)cc2)nc(SC)c1Cl	106	0.5
CCCCNC(=O)CCCn1c(=O)c2ccccc2n(Cc2ccc(Cl)cc2)c1=O	103	-0.7
COc1ccc(C)c2sc(NC(=O)c3ccc(S(=O)(=O)N4CCOCC4)cc3)nc12	109	0.4
O=C(c1ccco1)N1CCN=C1SCc1ccccc1	101	0.3
Nc1nc(O)c(C2=c3cc(Br)ccc3=NC2=O)s1	104	0.4
O=C1COc2cc(S(=O)(=O)CCC(=O)N3CCN(c4cccc(Cl)c4)CC3)c(Cl)cc2N1	103	-0.7
COc1cc(S(=O)(=O)n2nnc3ccccc32)c(OC)cc1C	104	1
Clc1ccc(-c2noc3ncnc(N4CCc5ccccc54)c23)cc1	101	-0.2
COc1ccccc1C(=O)Nc1ccccc1OCc1cc(=O)n2ccccc2n1	110	1
CN(C)/C=C/C(=O)c1cccc(C(F)(F)F)c1	100	-0.3
CCc1ccccc1NC(=S)N(CCC(C)C)C(C)c1ccco1 (centres undefined)	103	0.9
O=C(CSc1ncn[nH]1)N1CCN(S(=O)(=O)c2ccccc2)CC1	99	-0.8
Cc1ccccc1OCCCCn1nnc2sc3c(c2c1=O)CCC(C)C3 (centres undefined)	110	0.4
N#C/C(=C1/NS(=O)(=O)c2ccccc21)c1nc2ccccc2[nH]1	104	0.3
C#CCN(C)[C@H](C)Cc1ccccc1	102&103	0.4&0.4
CC(=O)SCC(Cc1ccccc1)C(=O)NCC(=O)OCc1ccccc1 (centres undefined)	103	0.3
Cc1nc2ccccc2n1C(=O)CCC(=O)O	102	-0.2
CC(=O)Nc1ccc(S(=O)(=O)Nc2nccc(C3Cc4ccccc4C(=O)O3)n2)cc1 (centres undefined)	100	0
Cc1cc(C(=O)COC(=O)Cn2cnnn2)c(C)n1CC1COc2ccccc2O1 (centres undefined)	106	0.3
CC(=O)NC(CC(=O)O)c1ccc(F)cc1 (centres undefined)	102	0.1
Cn1c2ccccc2n2c(C(=S)Nc3ccccc3)c(-c3ccccc3)nc12	103	-0.1
CC(C)(C)C(=O)CON1C(=O)c2ccccc2C1=O	99	-0.2
COCCCn1c(SCC(=O)N(Cc2ccco2)c2nccs2)nc2sc3c(c2c1=O)CCC3	104	0.7
COc1ccc2cc3c(N)nn(C(=O)c4ccc(F)cc4Cl)c3nc2c1	112	0.9
Cc1cn(C(=O)c2ccccc2)c(=O)[nH]c1=O	103	0.2
Cc1noc(C)c1COC(=O)C(C)N1C(=O)c2ccccc2C1=O (centres undefined)	101	0
Cc1cc2n(n1)CCC(=O)N2Cc1ccc(C(=O)Nc2ccc(F)cc2F)cc1	109	1.1
Cc1cc(NC(=O)CNCc2ccccc2)n(-c2nc3ccccc3s2)n1	105	0.4
O=C(CNc1ccc(C(=O)O)cc1)NCc1ccc2c(c1)OCO2	105	1.1
COc1ccc(NC(=O)N2CCN(C(=O)C(Cc3ccc(F)cc3)NC(C)=O)CC2)cc1 (centres undefined)	101	0.1
CS(=O)(=O)Nc1cccc(C(F)(F)F)c1	103	0.3
C=CC1CCC(O)C(N(C)C(=S)Nc2ccccc2)C1 (centres undefined)	103	0.2
CN1C(=O)/C(=c2\sc3nc4ccccc4n3c2=O)c2ccccc21	99	-0.6
C(=N/n1cnnc1)/c1cccc2c1OCCCO2	97	-0.5
C1=CC(c2cccs2)CC1 (centres undefined)	106	1.2
CC(C)(C)c1ccc(C(=O)N2CCN(Cc3cc(=O)n4nc(-c5ccccc5F)sc4n3)CC2)cc1	115	1.7
Cc1cc(C(=O)NC2CCCC(C)C2C)n(-c2ccccc2)n1 (centres undefined)	101	-0.4
CCN(C(=O)CCn1c(=O)sc2ccccc21)c1ccccc1	103	0.7
COc1ccc(NC(=O)CCc2c(C)nc3c(c2C)c(=O)n(C)c(=O)n3C)c(OC)c1	107	0
CCc1c(C)sc(NC(=O)C2c3ccccc3Oc3ccccc32)c1C(=O)OC(C)C	105	-0.1
Cc1cccn2c(=O)c3cc(C#N)c(=O)n(-c4nnc(SCc5ccc(Cl)cc5)s4)c3nc12	116	1.5
Cc1sc2nc(CN3CCCCC3)nc(Cl)c2c1C	100	0
c1ccc(CN2CCN(C3CCNCC3)CC2)cc1	102	0.2
Cn1cnnc1SCc1c(Cl)cccc1Cl	105	0.3
CC(C)OC(=O)c1ccc(CN2C(=O)NC(CCc3ccccc3)C2=O)o1 (centres undefined)	104	0.3
O=C(CSc1nc2ccccc2c(=O)n1CCO)N(C1CCCCC1)C1CCCCC1	102	0.1
(more compounds)
SMILES	PV pol inh	PV pol inh FP z-score
COc1ccccc1CNC(=O)c1ccc2c(c1)nnn2C1CCCC1	113	1.2
CCCNc1c2c(nc3ccccc13)CC(C)(C)CC2=O	100	-0.2
CN(C)c1ccc(NC(=O)C23CC4CC(C2)CC(n2cnc(Cl)n2)(C4)C3)cc1	101	-0.1
COc1ccc2cc(CN(Cc3cccnc3)Cc3nnnn3Cc3ccc(F)cc3)c(=O)[nH]c2c1	101	-0.3
CC1(C(=O)C[n+]2cccc(C(N)=O)c2)CCC(=O)O1 (centres undefined)	103	0.5
CCc1ccc(-c2cc3c(=O)n(CC(=O)NCCN4CCOCC4)nc(C)n3n2)cc1	104	0.3
COc1ccc(N2CCN(C(=O)CSc3nnc4c(C)cc5cc6c(cc5n34)OCCO6)CC2)cc1	102	0.2
OCc1nc2ccccc2n1CN1CCN(Cc2cccs2)CC1	103	0.1
COc1cc(-c2noc(-c3ccc(NCc4ccccc4)c([N+](=O)[O-])c3)n2)cc(OC)c1OC	110	0.6
O=S(=O)(Nc1nc2ccccc2nc1Nc1ccccc1Br)c1ccccc1	106	0.3

A run of entries from further up, as a working copy:
SMILES	PV pol inh	PV pol inh FP z-score
COc1ccc(N2CCN(C(=O)CSc3nnc4c(C)cc5cc6c(cc5n34)OCCO6)CC2)cc1	102	0.2
OCc1nc2ccccc2n1CN1CCN(Cc2cccs2)CC1	103	0.1
COc1cc(-c2noc(-c3ccc(NCc4ccccc4)c([N+](=O)[O-])c3)n2)cc(OC)c1OC	110	0.6
O=S(=O)(Nc1nc2ccccc2nc1Nc1ccccc1Br)c1ccccc1	106	0.3

Next section
SMILES	PV pol inh	PV pol inh FP z-score
CCOC(=O)COc1ccc(C2NC(C(=O)O)CS2)cc1OCC (centres undefined)	100	-0.3
CCOC(=O)COc1c(C#N)sc2c1c(=O)n(-c1ccccc1)c(=S)n2-c1ccccc1	106	0.4
Cc1cc(C)nc(/N=C(\N)Nc2ccccc2)n1	100	-0.3
COc1cccn(Cc2nnc(SCC(=O)c3ccccc3)o2)c1=O	99	-0.9
Cc1nc(SCCC(=O)O)c2oc3ccccc3c2n1	102	0
Cc1cc(C(=O)COC(=O)c2nccnc2N)c(C)n1C	101	-0.4

Only part of the results is shown, so the mix of outcomes need not match the whole.
